# Source: PubChem BioAssay
# M4 antag: human M4 muscarinic receptor antagonists, primary screen, CHO cells, Fluo-8 calcium fluorescence; Muscarinic acetylcholine receptor M4 (Homo sapiens), P08173; CHO-hM4 cells, ACh EC80; inhibition, % at 3 µM; hit rate 0.73% among 360,000; AID 624125, 2012;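 active = inhibition above its plate's cutoff, the mean inhibition of sample wells plus 3 SD, cut at about 27% in these data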;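 also: 0% = acetylcholine EC80 with DMSO and 100% = DMSO without agonist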
# IDE inh: human IDE inhibitors in live cells, primary screen, fluorescence polarization, HEK cells, FAbetaB substrate; FAbetaB cleavage; hit rate 0.41% among 320,000; inhibition, % at 5.59 µM;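 active = percent inhibition above the average of all tested compounds plus 3 SD, set per screening campaign, cut at about 16% in these data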;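 also: IDE supplied by intact live HEK cells; FP after avidin binding of uncleaved biotin substrate so inhibition keeps polarization high; 0% = DMSO wells and 100% = 60 µM reference IDE inhibitor Ii1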
# Target sequence (P14735 whole entry, looked up): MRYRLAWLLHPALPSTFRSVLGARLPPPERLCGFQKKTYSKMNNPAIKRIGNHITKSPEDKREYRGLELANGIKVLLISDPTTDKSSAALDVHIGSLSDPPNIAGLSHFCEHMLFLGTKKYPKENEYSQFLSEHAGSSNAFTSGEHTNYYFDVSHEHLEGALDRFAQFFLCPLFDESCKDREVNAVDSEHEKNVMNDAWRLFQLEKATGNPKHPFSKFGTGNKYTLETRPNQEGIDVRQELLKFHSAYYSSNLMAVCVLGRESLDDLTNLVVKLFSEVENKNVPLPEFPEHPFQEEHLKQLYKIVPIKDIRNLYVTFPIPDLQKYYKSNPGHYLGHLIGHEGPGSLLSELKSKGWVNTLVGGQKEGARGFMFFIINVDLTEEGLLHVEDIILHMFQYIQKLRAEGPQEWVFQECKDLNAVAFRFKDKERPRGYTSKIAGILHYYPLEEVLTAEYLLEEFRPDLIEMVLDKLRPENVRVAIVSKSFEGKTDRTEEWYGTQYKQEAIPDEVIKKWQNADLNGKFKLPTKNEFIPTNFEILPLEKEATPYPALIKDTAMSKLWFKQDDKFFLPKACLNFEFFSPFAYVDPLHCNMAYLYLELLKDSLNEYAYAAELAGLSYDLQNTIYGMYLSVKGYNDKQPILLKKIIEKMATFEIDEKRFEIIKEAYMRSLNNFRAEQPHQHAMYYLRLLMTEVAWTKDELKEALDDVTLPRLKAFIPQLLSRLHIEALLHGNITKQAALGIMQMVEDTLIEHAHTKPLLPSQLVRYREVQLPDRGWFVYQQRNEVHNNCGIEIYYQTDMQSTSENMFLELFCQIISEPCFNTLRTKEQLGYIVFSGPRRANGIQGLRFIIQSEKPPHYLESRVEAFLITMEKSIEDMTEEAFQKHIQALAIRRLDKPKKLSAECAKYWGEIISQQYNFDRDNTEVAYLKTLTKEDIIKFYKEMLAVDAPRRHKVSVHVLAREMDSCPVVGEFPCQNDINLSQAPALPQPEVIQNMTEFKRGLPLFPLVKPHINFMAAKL
# CHRM5 PAM: human M5 muscarinic receptor positive allosteric modulators, primary screen, CHO-K1 cells, Fluo-8 calcium fluorescence | AID 624038, 2012 | hit rate 0.3% among 360,000 | activation, % at 3 µM | Muscarinic acetylcholine receptor M5 (Homo sapiens), P08912 | CHO-K1 hM5, ACh EC20 PAM; 0% = ACh EC20, 100% = ACh EC100;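 active = activation above the run cutoff, the mean activation of all test compounds plus 3 SD, cut at about 18% in these data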
#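 System – CHO-K1 hM5 cells · Compound – 3 µM, single dose · Incubation – compound preincubation 140 s before EC20 acetylcholine addition · Technique – Fluo-8 calcium fluorescence · Measure – Max/basal fluorescence ratio as % of EC20–EC100 ACh window · Benchmarks – low control EC20 acetylcholine (0%), high control EC100 acetylcholine (100%) · Replication – singlicate, one well per test compound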
# M4 ag: human M4 muscarinic receptor agonists, primary screen, CHO-K1 cells, Fluo-8 calcium fluorescence. hit rate 0.14% among 360,000. activation, % at 3 µM. CHO-K1 hM4/Gqi5; vehicle 0%, full acetylcholine response 100%;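 active = activation above the run mean over all test wells plus 3 SD, cut at about 32% in these data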;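 also: peak over basal fluorescence ratio per well then scaled between controls; 0% = DMSO wells and 100% = acetylcholine at EC100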
# CHRM4 PAM: human M4 muscarinic receptor positive allosteric modulators, primary screen, CHO-K1 cells, Fluo-8 calcium fluorescence | Muscarinic acetylcholine receptor M4 (Homo sapiens), P08173 | CHO-K1 hM4/Gqi5, ACh EC20; 0% = ACh EC20, 100% = maximal ACh | activation, % at 3 µM | hit rate 0.4% among 360,000 | AID 624126, 2012;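 active = activation above its plate's cutoff, the mean activation of sample wells plus 3 SD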; also: some results filed as inactive read as strong as hits
# M5 ag: human M5 muscarinic receptor agonists, primary screen, CHO-K1 cells, Fluo-8 calcium fluorescence; activation, % at 3 µM; hit rate 0.19% among 360,000; CHO-K1 hM5 cells; 0% DMSO wells, 100% maximal acetylcholine response; Muscarinic acetylcholine receptor M5 (Homo sapiens), P08912; AID 624037, 2012;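 active = activation above the run's mean over test compounds plus 3 SD, cut at about 23% in these data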;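 also: signal is peak over basal fluorescence ratio across the kinetic read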
# CRFR2-BP ag: agonists of CRF-BP/CRF-R2 complex, primary screen, cell-based, HEK293, calcium dye fluorescence, uHTS; hit rate 0.46% among 350,000; activation, % at 13.2 µM; calcium dye fluorescence (FLIPR); percent of saturating CRF peptide response; CRF-binding protein / CRF receptor 2 complex (human);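 active = activation of at least 50%, plus an integration ratio under a set limit after plate pattern correction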;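 also: plate controls were neutral control wells without compound for no effect and CRF at EC100 for full effect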
# CRFBP-R2 block: antagonists of CRF-BP/CRF-R2 complex, primary screen, cell-based, HEK293, calcium dye fluorescence, uHTS | inhibition, % at 11.8 µM | CRF-induced calcium fluorescence | hit rate 0.59% among 350,000 | AID 588475, 2011;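 active = inhibition of the ligand-induced calcium signal above about 50% at the single tested concentration, limit read from the data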
# CHRM5 antagonist: human M5 muscarinic receptor antagonists, primary screen, CHO cells, Fluo-8 calcium fluorescence; CHO-hM5 cells, ACh EC80; inhibition, % at 3 µM; hit rate 0.59% among 360,000;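 active = inhibition above a per-plate cutoff, the mean of that plate's test compounds plus 3 SD, cut at about 27% in these data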;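 also: 0% = acetylcholine EC80 with DMSO and 100% = DMSO without agonist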
# * = called active by the depositor; x = no result given.
SMILES,M4 antag,IDE inh,CHRM5 PAM,M4 ag,CHRM4 PAM,M5 ag,CRFR2-BP ag,CRFBP-R2 block,CHRM5 antagonist
CC(c1cccnc1)N(C(=O)Nc1ccccc1)C1CCCCC1 (stereo unspecified),-14.9,0.3,4.2,0.2,2.1,1.8,-0.8,4.4,-3.8
Cc1ccc(Cn2c(C3CCCN3c3nc(C)cs3)nc3cc(C(=O)NCCCO)ccc32)cc1 (stereo unspecified),-2.6,-4.8,5.6,0.8,0.2,0.1,0.7,-7.2,7.4
CC(=O)NS(=O)(=O)c1ccc(NC(=O)c2ccc(-n3nc(C)cc3C)cc2)cc1,-0.8,-5.7,-2.2,0.9,3.5,0.2,-1.2,16.4,-3.2
COc1cc(C(=O)OC(C)C(=O)N2CCc3ccccc3C2)ccc1OCC(=O)N1CCOCC1 (stereo unspecified),-0.2,0.7,1.2,1.0,1.5,-2.6,0.5,-6.6,-2.9
CSc1nc2c(cc1C#N)C(=O)CC(C)(C)C2,-6.5,-3.9,3.8,0.8,6.2,-4.9,-0.4,4.4,-2.7
COc1ccc2[nH]c3c(c2c1)CCN1C(=O)N([C@@H](C)C(=O)NCCc2ccc(OC)c(OC)c2)C(=O)[C@]31C,-6.9,2.3,-2.5,4.3,4.6,-0.3,-0.2,-0.7,0.9
COc1ccc(S(=O)(=O)Nc2ccc(S(=O)(=O)N3CCOCC3)cc2)cc1C,-2.3,8.2,-3.2,1.2,4.0,0.4,1.5,-40.8,9.0
Cc1ncc([N+](=O)[O-])n1Cc1ccc(Cl)cc1,0.4,-1.4,0.8,3.2,-7.9,-7.4,1.5,0.6,7.1
CC1CCCC(NC(=O)C2CC(=O)N(Cc3ccccc3)C2)C1C (stereo unspecified),-1.5,-3.6,2.1,2.6,5.3,-4.2,0.2,2.1,-1.1
COC(=O)c1scc(C)c1NC(=O)c1ccc(Cl)cc1,0.5,0.2,-6.8,0.9,-0.2,-6.5,-2.4,15.5,12.4
Cc1nn(CSc2c(F)c(F)c(F)c(F)c2F)c(C)c1[N+](=O)[O-],-9.2,1.3,8.5,-0.1,8.3,-9.0,-4.3,-3.9,5.8
COc1cc(-c2nc(-c3ccc4c(c3)-c3ccccc3S4(=O)=O)c(-c3ccccc3)[nH]2)cc(OC)c1O,4.9,-5.6,-6.3,3.3,-7.0,-1.4,0.2,-0.9,9.1
CCCOC(=O)C1=C(C)NC2=C(C(=O)CCC2)C1c1cc(OC)ccc1OC (stereo unspecified),-6.6,4.9,3.5,0.0,10.8,4.2,-1.5,-14.6,3.8
O=C(CCc1nnc(CCc2ccccc2)o1)NC(c1cccnc1)C(F)(F)F (stereo unspecified),0.5,-2.8,1.8,4.7,15.9,-1.8,-0.7,0.3,-1.1
O=C(Nc1ccc(OCC(=O)N2CCOCC2)cc1)c1cncc(Br)c1,-6.5,7.7,4.2,2.2,23.6,-0.3,-2.5,-13.3,-0.6
CCn1c2ccccc2c2cc(NC(=O)CSc3nnc(-c4ccccc4)o3)ccc21,10.9,1.9,3.9,-0.1,7.6,-2.0,-0.3,5.1,-4.5
CN(C)C(=O)CSc1nnc2sc3ccccc3n12,-4.9,9.8,2.9,1.7,4.5,-2.7,-1.5,2.5,0.0
O=C(NCc1ccco1)c1ccc(COc2ccccc2[N+](=O)[O-])o1,-4.4,-1.3,2.5,1.7,0.2,-4.7,-0.6,-4.8,-9.1
CN1/C(=C\C(=O)c2ccccc2Cl)c2ccccc2CC1(C)C,2.3,0.8,-4.6,-0.1,-0.6,-1.6,5.6,0.0,8.5
CC(=O)Nc1ccc(S(=O)(=O)Nc2ccc3c(c2)OCCO3)cc1Cl,6.6,7.7,-19.6,11.1,-6.2,5.2,-0.3,-13.4,15.5
CCC(=O)N1CCC1(C)C(=O)Nc1ccc2scnc2c1 (stereo unspecified),-2.1,x,1.9,0.0,3.2,2.4,x,x,12.1
COc1cc(C(=O)NCCC(=O)NCCN2CCCCCC2)cc(OC)c1OC,6.9,-3.1,0.5,0.4,8.6,-0.7,1.5,1.9,2.0
CC(C)(NC(=O)c1cc(Cl)c2ccccc2c1O)C(=O)O,9.3,6.0,1.3,0.4,2.5,-2.3,0.1,-6.4,2.3
O=C(NCc1ccccn1)[C@@H]1CCCN1C(=O)[C@@H]1CCCN1C(=O)c1cccs1,7.3,x,-2.2,0.4,-1.6,0.3,x,x,1.0
CCOC(=O)[C@H]1[C@H]2COc3ccc(C)cc3[C@@H]2N2C(=O)[C@@H](C)NC(=O)[C@@]12C,-1.0,3.2,9.6,3.5,8.1,5.0,-1.0,4.3,-0.3
Cc1ccc(O)c(CNc2cccc(C)n2)c1,-3.2,x,2.3,-0.1,-2.8,-8.5,-0.2,7.9,10.5
CCC(=O)Oc1ccc(C(=O)Nc2cccc(C(=O)c3ccccc3)c2)cc1,-5.4,0.6,-6.4,8.7,7.4,4.8,-0.8,-15.1,1.1
CCOc1ccc(N(C(=O)c2ccc(S(=O)(=O)N3CCCC3)cc2)C2C=CS(=O)(=O)C2)cc1 (stereo unspecified),2.0,1.5,0.3,0.6,-2.8,-2.3,-0.1,-0.3,-5.0
COc1cc(CO)ccc1OCc1ccc(Cl)nc1,-3.1,5.5,5.1,4.7,2.2,5.6,-0.4,5.8,-2.7
Cc1onc(-c2ccccc2)c1C(=O)Nc1nc2c(s1)CCCC2,4.8,0.2,-2.7,-0.4,1.7,-4.2,0.3,-27.5,3.1
COc1ccc(NC(=O)N(Cc2cc3cc(C)ccc3[nH]c2=O)CC2CCCO2)cc1 (stereo unspecified),-1.8,1.9,-5.4,1.4,-0.8,-1.4,0.6,-12.4,10.1
CCCCCCCCNc1nc(Cl)nc(NCc2ccco2)n1,0.1,4.1,-2.2,1.6,-5.8,0.1,-0.4,-1.1,2.1
CCc1c(O)nc(SC2CC(=O)N(c3ccccc3)C2=O)[nH]c1=O (stereo unspecified),6.2,-4.2,-2.2,0.4,14.5,1.0,-1.2,7.9,-1.2
O=C(CCSc1ccccc1Cl)Nc1cccc([N+](=O)[O-])c1,-2.0,4.0,-19.2,8.1,-6.8,0.3,0.7,20.5,15.1
O=c1oc2ccccc2n1CSc1nc2ccccc2s1,-7.3,2.9,-5.7,0.5,4.0,-6.3,2.4,12.5,3.6
Cn1c(=O)c2ccccc2n2c(=S)[nH]nc12,-18.2,0.3,-2.1,2.0,7.7,-2.6,-1.9,2.0,14.1
Cc1cc(/C=C2/SC(=S)N(c3cccc(Cl)c3)C2=O)c(C)n1-c1cccnc1,33.5*,4.3,-19.4,16.4,-10.2,12.4,25.7,-33.4,26.5
CCN(CCO)C(=O)c1ccc2nc(Cc3cccc(Cl)c3)oc2c1,5.3,-1.2,-3.6,0.4,-3.8,3.1,-0.1,-4.7,-0.1
CC(NC(=O)c1cc(F)c(F)cc1Cl)c1ccncc1 (stereo unspecified),-10.2,4.8,7.5,0.4,3.2,0.9,-0.1,-6.3,-0.6
Cc1ccc(-c2nc(=S)c3c(n2Cc2ccco2)CC(C)(C)OC3)cc1,-5.5,-1.7,4.8,0.0,4.1,3.3,-0.3,-32.7,-2.7
CC(=O)NCCCc1nc2ccccc2n1Cc1cc(C)ccc1C,-5.6,-2.4,0.2,2.7,-1.0,-0.2,0.1,14.8,-1.2
Cc1ccccc1CS(=O)(=O)c1ncc(Cl)c(C(=O)Nc2ccc(F)cc2)n1,29.1*,5.1,0.9,3.1,-4.3,-4.4,-0.8,40.5,14.3
Cn1c(N)c(C(=O)COC(=O)COc2ccc(Cl)cc2)c(=O)n(C)c1=O,0.0,0.5,-3.7,5.7,6.1,5.2,-2.1,20.2,0.9
CC(C)OC(=O)/C(=C\c1cccc2ccccc12)NC(=O)c1ccccc1,-7.1,-1.6,-12.1,3.3,-1.7,-4.2,0.6,3.5,2.6
